Screening results deposited in PubChem by several laboratories.
Neddylation inh – blocks human cullin neddylation | P61081+Q13564 | TR-FRET cullin neddylation, biochemical | calls only at 25 µM | hit rate 0.58% among 360,000; in the data active = inhibition above about 36%
STEP inh – blocks human striatal-enriched tyrosine phosphatase | P54829 | AID 588621 | recombinant STEP, OMFP fluorogenic substrate, fluorescence | inhibition, % at 20 µM | hit rate 0.25% among 360,000;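 active = inhibition at 20 µM, scaled per plate between control wells, above about 37%, limit read from the data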;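 also: 0% = DMSO with enzyme and substrate and 100% = substrate only without enzyme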
Target sequence (P54829 whole entry, looked up): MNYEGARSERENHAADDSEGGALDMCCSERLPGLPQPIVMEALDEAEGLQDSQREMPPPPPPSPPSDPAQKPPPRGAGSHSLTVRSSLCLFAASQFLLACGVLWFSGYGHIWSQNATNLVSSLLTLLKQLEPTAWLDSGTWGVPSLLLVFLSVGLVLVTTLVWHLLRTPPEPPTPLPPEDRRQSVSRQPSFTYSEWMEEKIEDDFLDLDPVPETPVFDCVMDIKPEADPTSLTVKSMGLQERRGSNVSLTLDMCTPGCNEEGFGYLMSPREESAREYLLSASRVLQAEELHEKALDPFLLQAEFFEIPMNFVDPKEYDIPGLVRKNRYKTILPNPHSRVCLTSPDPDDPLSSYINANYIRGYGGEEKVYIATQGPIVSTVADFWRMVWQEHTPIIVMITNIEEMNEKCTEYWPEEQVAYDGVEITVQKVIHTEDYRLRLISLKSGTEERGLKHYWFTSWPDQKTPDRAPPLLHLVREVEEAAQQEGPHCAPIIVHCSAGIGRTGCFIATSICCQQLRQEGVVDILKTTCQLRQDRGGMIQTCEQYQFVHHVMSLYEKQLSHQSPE
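Material: STEP (striatal-enriched tyrosine phosphatase) enzyme, cell-free | Medium: 50 mM Bis-Tris pH 6.0 with 2.5 mM DTT and 0.005% Tween 20 | Read-out: Percent inhibition scaled to no-enzyme and uninhibited-enzyme controls, plate-pattern corrected | Signal: Fluorescence read at 480 nm ex / 540 nm em | Times: 20 min reaction, room temperature, in the dark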
Tb MetRS inh – blocks T. brucei methionyl-tRNA synthetase activity. purified T. brucei MetRS, ATP depletion, Kinase-Glo luminescence. inhibition, % at 11.9 µM. hit rate 0.4% among 360,000. AID 624268;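 active = inhibition above a per-plate cutoff of the control wells' mean inhibition plus 3 SD, cut at about 5.5% in these data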;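 also: 0% = DMSO wells median and 100% = median of wells with control inhibitor compound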
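System: purified T. brucei MetRS enzyme / Detection: Kinase-Glo luciferase luminescence reporting remaining unconsumed ATP / Medium: HEPES buffer with MgCl2, KCl, DTT, spermine, BSA, pyrophosphatase / Replication: singlicate, one well per compound / Evaluation: percent inhibition relative to median high and low control wells / Schedule: 2 h aminoacylation at 25 °C after 15 min preincubation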
DNMT1 block – inhibitors of human DNMT1; AID 588458; hit rate 0.83% among 360,000; inhibition (reported as % activation of signal), % at 10 µM; DNMT1 molecular beacon, Hinp1I cleavage, fluorescence; P26358; in the data active = inhibition above about 50%
SKN-1 inh – blocks SKN-1 activity in C. elegans. C. elegans VP596 Pgst-4::GFP/RFP ratio, acrylamide-induced, 24 h. inhibition, % at 21.8 µM. hit rate 0.49% among 360,000. AID 624304;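 active = interference check ratio from 0.5 to 1.5 plus GFP to RFP signal ratio inhibition reaching or exceeding a fixed threshold, cut at about 30% in these data, passing the limit was not always enough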; also: some compounds called inactive have numbers as strong as hits
SUMO1-SIM PPI – alters human SUMO1 binding to SIM partners | inhibition, % at 20 µM | AID 602429 | hit rate 0.33% among 360,000 | SUMO1 binding to a labelled peptide, TR-FRET, 1 h; in the data active = inhibition above about 37%
Target sequence (P63165 whole entry, looked up): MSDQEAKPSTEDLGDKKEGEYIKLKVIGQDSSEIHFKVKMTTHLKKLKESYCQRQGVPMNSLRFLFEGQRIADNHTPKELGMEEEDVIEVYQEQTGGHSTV
LMPTP inh – LMPTP (human) inhibition | P24666 | recombinant LMPTP-A, OMFP fluorogenic substrate, fluorescence intensity | inhibition, % at 20 µM | hit rate 0.22% among 360,000 | AID 651560;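 active = compounds that cut the enzyme signal by at least half of the control window in the single-dose screen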;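 also: plate controls were DMSO wells with enzyme plus substrate for no effect and substrate without enzyme for full effect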
Target sequence (P24666 whole entry, looked up): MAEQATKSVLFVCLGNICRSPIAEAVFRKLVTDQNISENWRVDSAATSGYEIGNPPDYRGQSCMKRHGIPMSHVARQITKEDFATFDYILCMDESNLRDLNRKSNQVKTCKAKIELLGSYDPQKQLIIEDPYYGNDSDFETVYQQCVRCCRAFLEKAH
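Test system: LMPTP-A, protein tyrosine phosphatase of low molecular weight; Input: 0.625 nM enzyme; Incubation: 50 min dark incubation at room temperature; Signal: endpoint fluorescence intensity from OMFP dephosphorylation; Read-out basis: % inhibition versus control wells.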
NadD block – inhibitors of Staphylococcus aureus NadD | purified NadD enzyme, colorimetric absorbance read-out | inhibition, % at 20 µM | hit rate 0.78% among 360,000 | AID 602399; in the data active = inhibition above about 26%; also: some compounds past the cut are filed as inactive
NRP1-CendR mod – NRP-1/CendR interaction modulation. FAM-RPARPAR peptide binding to NRP-1, fluorescence polarization. hit rate 0.85% among 360,000. inhibition, % at 25 µM. O14786;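 active = inhibition or corrected inhibition above about 18%, plus a signal ratio from 0.5 to 1.5, limit read from the data, passing the limit was not always enough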; also: strong numbers were not always called active
Scp1 inh – inhibitors of human Scp-1 phosphatase; Q9GZU7; hit rate 0.88% among 340,000; inhibition, % at 20 µM; Recombinant Scp1, phosphopeptide, malachite green phosphate absorbance;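 active = inhibition above about 50% at 20 µM, limit read from the data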;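 also: plate controls were DMSO wells with enzyme for no effect and wells lacking enzyme for full effect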
Target sequence (Q9GZU7 76-261 limits assumed): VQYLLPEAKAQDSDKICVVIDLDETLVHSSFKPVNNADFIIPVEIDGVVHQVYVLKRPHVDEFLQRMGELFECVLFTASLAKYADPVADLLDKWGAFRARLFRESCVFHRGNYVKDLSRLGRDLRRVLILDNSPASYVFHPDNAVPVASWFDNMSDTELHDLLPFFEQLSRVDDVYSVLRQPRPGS
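Times: enzyme reaction 45 min at room temperature, colour 5 min, stabilisation 30 min. Material: SCP-1 catalytic fragment, aa 76-261. Medium: Acidic Tris acetate buffer with magnesium and detergent. Signal: colorimetric free-phosphate detection, absorbance 630 nm. Read-out basis: % inhibition of SCP-1 phosphate liberation. Reagent: Phosphorylated 17-residue peptide substrate.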
Starred values were filed as active, the others as inactive; i = inactive; / = not tested or not shown.

SMILES	Neddylation inh	STEP inh	Tb MetRS inh	DNMT1 block	SKN-1 inh	SUMO1-SIM PPI	LMPTP inh	NadD block	NRP1-CendR mod	Scp1 inh
CCOC(=O)C1CCCN(c2c(NCCc3ccccc3)c(=O)c2=O)C1 (stereo unspecified)	i	-1	0.3	2	7	5	-0.4	-1	-4	-4
Cn1c(=O)c2c(ncn2CC(O)CNc2ccc(F)cc2)n(C)c1=O (stereo unspecified)	i	-3	-0.2	2	2	6	-0.3	-5	3	-14
Cc1cnc(NC(=O)c2ccc3c(c2)OCCO3)s1	i	-4	-0.3	-1	6	-1	-0.2	-1	9	-4
C/C(=C\c1ccccc1F)C(=O)c1c(C)cc(C)[nH]c1=O	i	-1	-0.3	-1	6	0	0.1	2	10	1
O=C1CCCc2c1cc(C(=O)NCCCN1CCOCC1)c(=O)n2-c1ccc(Cl)cc1	i	-3	-0.8	-2	1	1	-0.5	-4	2	0
Cc1nc(C)c(C(=O)N(c2ccccc2F)C(C(=O)NCC2CCCO2)c2ccccc2)s1 (stereo unspecified)	i	0	-0.3	0	7	7	0.4	-7	4	-12
O=S(=O)(c1ccc(NCc2ccc(F)cc2)nc1)N1CCCC1	i	0	0.1	0	13	1	-1.0	-1	9	-2
CCN(CC)CCNC(=O)c1ccc(Cl)c(S(=O)(=O)Nc2ccccc2OC)c1	i	2	-0.3	3	0	0	-0.9	0	-14	-7
CCCOC(=O)CSC1=C(C#N)C(c2ccccc2OCC)C(C#N)C(=O)N1 (stereo unspecified)	i	-3	-0.5	-2	21	0	-0.6	11	-27	-5
O=C(Nc1cccc2ccccc12)c1ccccc1	i	-4	0.6	0	-3	-1	-1.5	-7	4	-10
COc1ccc2[nH]c(=O)c(CN(C(=O)c3cccnc3)c3cccc(C)c3)cc2c1	i	2	-0.1	2	4	1	-1.3	-2	5	-4
Cc1nc2c(-c3ccc(F)cc3)c(C)nn2c(C)c1CCC(=O)NCCN1CCOCC1	i	2	-0.9	-4	-10	18	-0.9	-3	-4	7
CC(=O)c1cccc(OCC(=O)Nc2cc(Cl)ccc2-n2cncn2)c1	i	0	-0.4	1	4	2	0.2	3	-7	-8
O=C(CNc1ccc(Oc2ccccc2)cc1)N1CCOCC1	i	2	-1.1	-2	3	-1	-0.8	2	1	-6
COC(=O)C[C@H]1C[C@H]2c3cc(NC(=O)NC4CCCC4)ccc3O[C@H]2[C@@H](CO)O1	i	2	-0.8	2	-1	2	-2.2	6	7	/
COCCOC(=O)c1c(C)oc2ccc(OCc3cc(C(=O)OC)oc3C)cc12	i	1	-0.5	8	12	-3	0.8	-5	6	-2
CC(C)Cn1c(N)c(C(=O)COC(=O)c2cc(F)cc(F)c2)c(=O)n(C)c1=O	i	-1	-0.6	-7	4	2	0.0	4	-9	-1
CCOC(=O)CN1C(=O)CN(c2ccc(C)c(C)c2)C1=O	i	2	-0.7	-1	2	-1	-0.2	-1	-6	0
Cc1noc(C)c1COc1ccc(C(=O)N2CC(C)CC(C)C2)cc1 (stereo unspecified)	i	-2	-0.2	5	24	1	-0.2	-1	12	-6
CCOC(=O)C1CCN(S(=O)(=O)c2c(Cl)ccc3nonc23)CC1	i	1	-0.4	2	-3	-24	1.3	-3	4	/
C=C(C(=O)Oc1c(C(C)(C)C)cccc1C(C)(C)C)c1ccccc1	i	-1	-0.3	4	8	4	2.4	10	-1	-4
COc1ccc(C(=O)NNC(=O)C23CC4CC(CC(C4)C2)C3)c(OC)c1	i	-1	-0.2	-3	18	7	0.6	1	13	-5
Cc1ccc(N2C(=O)C(F)(F)C2c2ccccc2)cc1 (stereo unspecified)	i	1	-0.1	0	10	0	0.2	1	9	-6
Cc1cc(=O)oc2cc(OCC(=O)NC3(C#N)CCCCC3)ccc12	/	0	0.3	-1	-16	7	-1.0	-3	0	/
CC(=O)Nc1ccc(S(=O)(=O)NCC(=O)OCC(=O)NCCc2ccccc2)cc1	i	-2	0.3	-1	7	1	2.7	1	17	/
CN(N)c1nc2ccccc2nc1C(F)(F)F	i	-1	-0.9	-3	11	-5	0.5	-5	15	-5
COc1cc(-c2nc3ccccn3c2NCC2CCCO2)ccc1O (stereo unspecified)	/	0	-0.5	-2	7	-5	1.7	-1	-14	-8
C(=C\c1ccccc1)/CN1CCN(C(c2ccccc2)c2ccccc2)CC1	i	3	-0.2	0	24	1	4.9	-3	-7	-6
c1ccc2c(c1)nc(-c1ccncc1)n1nnnc21	i	2	-0.7	1	6	-31	-0.9	1	-20	2
Cc1cccc(C(=O)NCc2nnc(SCC(=O)Nc3nncs3)n2C)c1	i	-1	-1.1	0	8	1	-1.1	3	18	4
CCOc1ccc(NC(=O)c2csc3c2CCCC3)cc1	i	0	-0.2	2	2	5	2.6	-6	-6	-2
COC(=O)CSC1=C(C#N)C(=O)NC2(CCCCC2)S1	i	1	-0.8	9	-1	2	10	3	7	-7
c1ccc(-c2cc(N3CCCCCC3)n[nH]2)cc1	i	-3	-0.7	-23	-2	2	8.6	7	4	0
Cc1c2c(nc3c(C)cccc13)OC(C)C2 (stereo unspecified)	i	-2	-0.1	-3	-7	-3	-0.6	-7	6	-2
CNS(=O)(=O)c1cccc(C(=O)NCC2(N3CCCCC3)CCCCC2)c1	i	16	0.0	11	-1	-3	2.2	-1	12	30
CCCC(c1nnnn1C(C)(C)C)N1CCN(Cc2ccccc2OC)CC1 (stereo unspecified)	i	6	-0.3	3	5	-3	-1.2	-1	-2	-7
S=c1nc[nH]c2c1sc1nc(-c3ccccc3)c3c(c12)CCCC3	i	3	-0.3	-9	-1	11	2.4	40*	-8	13
CC1=C(C(=O)Nc2ccccc2)C(c2ccccn2)n2ncnc2N1 (stereo unspecified)	i	-2	-2.0	7	8	1	-0.1	-5	7	-6
CCOC(=O)c1ccc(NC(=O)C2C3C=CC(C3)C2C(=O)O)cc1 (stereo unspecified)	i	2	-0.8	-2	-1	1	-0.6	1	-5	0
O=C(CSc1nc2ccccc2c(=O)[nH]1)c1ccc(O)c(O)c1	i	2	0.8	14	3	22	18	-2	-68	55*

The closing 4 records of the section above open the next one.
SMILES	Neddylation inh	STEP inh	Tb MetRS inh	DNMT1 block	SKN-1 inh	SUMO1-SIM PPI	LMPTP inh	NadD block	NRP1-CendR mod	Scp1 inh
S=c1nc[nH]c2c1sc1nc(-c3ccccc3)c3c(c12)CCCC3	i	3	-0.3	-9	-1	11	2.4	40*	-8	13
CC1=C(C(=O)Nc2ccccc2)C(c2ccccn2)n2ncnc2N1 (stereo unspecified)	i	-2	-2.0	7	8	1	-0.1	-5	7	-6
CCOC(=O)c1ccc(NC(=O)C2C3C=CC(C3)C2C(=O)O)cc1 (stereo unspecified)	i	2	-0.8	-2	-1	1	-0.6	1	-5	0
O=C(CSc1nc2ccccc2c(=O)[nH]1)c1ccc(O)c(O)c1	i	2	0.8	14	3	22	18	-2	-68	55*
COc1ccc(N2CCN(C(=O)c3ccc4c(c3)CCN4S(C)(=O)=O)CC2)cc1	i	0	0.0	3	-5	2	-1.0	-1	-8	/
Cc1ccc(S(=O)(=O)NN=C2CC(C)(C)CC(=O)C2(C)C)cc1	i	-2	-0.3	3	24	-1	-0.6	1	-2	/
CCO[C@@H]1OC(C(=O)N2CCOCC2)=C[C@H](C(C)(C)C)[C@H]1CCCO	i	-2	-0.3	2	-8	-7	1.2	-2	-5	1
CCn1c(SCC#N)nc2c(c1=O)C1(CCCC1)Cc1ccccc1-2	i	2	-0.8	-12	2	-1	4.4	8	-12	-8
C#CCNC(=O)C1=C[C@H](c2ccc(C(F)(F)F)cc2)[C@@H](CCCO)[C@H](OCC)O1	i	-4	-0.2	-4	0	-2	-0.1	-10	13	-5
Cc1noc(C)c1COC(=O)CCCc1nc2ccccc2s1	i	0	-1.1	1	-10	-4	-0.8	1	-5	-13
CC(C)CN(C(=O)COC(=O)CSc1ccccc1)c1c(N)n(Cc2ccccc2)c(=O)[nH]c1=O	i	-1	-0.5	1	6	0	0.5	3	-9	-4
CC(=O)N[C@@H](CS)C(=O)O	i	0	-0.2	4	0	0	-0.4	0	-5	-12
CCc1cc2c(=O)c(-c3nc4ccccc4n3C)c(C)oc2c(CN2CCCCC2)c1O	/	-2	-0.1	1	-2	-6	-1.9	-5	-22	-2
CC(=O)NC1C(=O)N(CCc2ccccc2)c2ccccc21 (stereo unspecified)	i	-3	-0.4	-1	-2	-6	0.2	3	-10	-2
Cc1ccc2nc(-c3cccnc3)cc(C(=O)N3CCN(c4ccc([N+](=O)[O-])cc4)CC3)c2c1	i	1	0.0	-8	5	-3	4.3	11	-22	4
COc1ccc(OC)c(/C=N/NC(=O)C(O)c2ccccc2)c1 (stereo unspecified)	/	-2	-0.7	-1	17	-18	-0.5	-5	2	-6
Cc1ccc(C)c(N2CCN(C(=O)COc3cc(=O)n(C)c4ccccc34)CC2)c1	i	2	0.1	-2	16	-4	0.5	-6	-12	-4
CCOC(=O)c1c(-c2ccccc2)oc2ccc(O)cc12	/	0	-0.5	-2	-8	0	3.2	-12	-1	-15
O=C(CS(=O)(=O)Cc1ccccc1)N1CCc2ccccc2C1	i	2	0.1	-12	-4	1	-2.4	-3	7	-2
CC(C)CNS(=O)(=O)c1ccc(C(=O)Nc2ccc3c(c2)OCCO3)cc1	i	-5	-1.1	0	3	0	-0.5	1	7	-5
CN(c1c(C#N)c(C(F)(F)F)nn1C)N(S(C)(=O)=O)S(C)(=O)=O	i	8	-1.7	10	-9	3	2.2	2	-3	6
CNC(=O)COC(=O)c1ccc([N+](=O)[O-])cc1Cl	i	-4	-0.1	5	11	-21	0.3	3	7	1
O=c1cc(-c2ccccc2)nc2nc(SCc3ccccc3)[nH]n12	i	4	-1.3	5	-3	4	-0.9	1	-11	-7
CCOC(=O)C(O)C1CCc2c([nH]c3ccc(C)cc23)C1=O (stereo unspecified)	/	2	-0.1	0	16	-8	0.7	-9	-5	-4
Cc1cc2nc(SCCN3CCCC3)[nH]c2cc1C	i	3	-0.2	-2	3	6	1.3	-3	2	-8
COc1ccc(CCN2CC(C(=O)NCCc3ncccc3C)CCC2=O)cc1 (stereo unspecified)	i	0	-0.2	2	20	1	-1.6	2	-1	/
Cc1occc1C(=O)Nc1cccc(C(F)(F)F)c1	i	-3	-0.1	-6	16	4	0.3	-3	16	-11
